Screening results: PubChem, several laboratories
MEKK2wt PB1 HTS – raises or lowers MEK5 binding to wildtype human MEKK2 PB1 domain | Q9Y2U5 | bead flow cytometry, Alexa488-MEK5 binding to MEKK2 WT; actives lie on both sides | binding response (% of control), % at 10 µM | 290,000 tested, 1.1% active | AID 1531; in the data active = binding response below about 67% or above about 130%
MEKK3 PB1 HTS – MEKK3-MEK5 PB1 interaction, increase or decrease. Q99759. bead-based flow cytometry, Alexa488-MEK5 binding to MEKK3; actives lie on both sides; 0 = blocked by unlabeled MEK5, 100 = vehicle. binding response (% of control), % at 10 µM. 290,000 tested, 1.4% active;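 active = binding response more than 3 SD above or below the average of its plate-row segment, actives on both sides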;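 also: Alexa488 bead fluorescence after subtracting the streptavidin-only scavenger bead signal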
UBC9 SUMO inh – blocks human SUMOylation mediated by UBC9. HTRF SUMOylation assay, SAE1/SAE2 + UBC9, in vitro. 290,000 tested, 0.36% active. inhibition, % at 35 µM; in the data active = inhibition above about 50%, passing the limit was not always enough; also: strong numbers were not always called active
PfM18AAP inh – blocks P. falciparum M18 aspartyl aminopeptidase; AID 1822; 290,000 tested, 1.2% active; recombinant PfM18AAP, H-Glu-NHMec fluorogenic cleavage; inhibition, % at 7.35 µM;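 active = inhibition above the campaign mean inhibition over all tested compounds plus 3 SD, cut at about 28% in these data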;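 also: 0% = plate median of test compound wells and 100% = 2 mM ZnCl2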
NALP1 yeast inh – NALP1 inhibition; inhibition, % at 10 µM; 280,000 tested, 0.61% active; S. cerevisiae NALP1/ASC/caspase-1 growth, X-gal OD620, 72 h; in the data active = inhibition mostly above about 24%, no sharp cut-off; inactive = mostly below about 32%; also: some compounds called inactive have numbers as strong as hits
IDE cell activ – activators of human insulin-degrading enzyme in cells. HEK cells, FAbeta-B cleavage, fluorescence polarization; 0% vehicle, 100% cell-free pure enzyme wells. activation, % at 5.96 µM. AID 493087. P14735. 340,000 tested, 0.073% active;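 active = activation above the mean of all tested compounds plus 3 SD, set per screening campaign, cut at about 17% in these data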
Target sequence (P14735 whole entry, looked up): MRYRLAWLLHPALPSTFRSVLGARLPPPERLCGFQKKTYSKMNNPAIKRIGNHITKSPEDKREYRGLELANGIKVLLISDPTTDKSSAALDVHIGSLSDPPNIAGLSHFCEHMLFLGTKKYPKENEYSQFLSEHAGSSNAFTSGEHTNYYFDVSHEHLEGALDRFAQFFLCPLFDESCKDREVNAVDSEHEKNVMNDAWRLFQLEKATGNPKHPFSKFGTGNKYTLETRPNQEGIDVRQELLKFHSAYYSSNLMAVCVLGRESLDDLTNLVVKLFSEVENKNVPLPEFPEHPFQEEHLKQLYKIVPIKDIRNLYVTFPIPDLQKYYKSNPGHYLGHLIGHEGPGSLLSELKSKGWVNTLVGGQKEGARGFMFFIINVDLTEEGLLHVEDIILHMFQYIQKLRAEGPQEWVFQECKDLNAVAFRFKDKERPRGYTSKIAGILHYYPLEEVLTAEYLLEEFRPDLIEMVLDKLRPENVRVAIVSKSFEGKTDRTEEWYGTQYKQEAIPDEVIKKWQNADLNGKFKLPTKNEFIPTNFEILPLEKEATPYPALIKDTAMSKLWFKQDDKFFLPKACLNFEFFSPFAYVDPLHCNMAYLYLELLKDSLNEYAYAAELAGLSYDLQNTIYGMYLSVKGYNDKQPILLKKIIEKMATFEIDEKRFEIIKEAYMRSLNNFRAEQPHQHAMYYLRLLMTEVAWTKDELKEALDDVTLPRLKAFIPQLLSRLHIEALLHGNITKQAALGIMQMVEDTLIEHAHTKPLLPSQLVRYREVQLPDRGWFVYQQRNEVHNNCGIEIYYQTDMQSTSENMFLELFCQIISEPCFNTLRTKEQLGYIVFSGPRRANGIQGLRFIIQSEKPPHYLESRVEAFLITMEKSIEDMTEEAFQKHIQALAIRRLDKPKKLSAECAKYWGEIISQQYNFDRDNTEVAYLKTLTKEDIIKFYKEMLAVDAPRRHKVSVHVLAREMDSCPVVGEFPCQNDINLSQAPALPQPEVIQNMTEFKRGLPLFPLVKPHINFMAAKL
p-CIP stab down – compounds decreasing mouse p/CIP protein stability | F442A p/CIP-EGFP cells, EGFP fluorescence, 16 h | AID 1984 | 290,000 tested, 0.01% active | Q05BA5 | decrease of EGFP signal, % at 10 µM;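 active = EGFP signal decrease of at least 30% at 10 µM or well 3 SD below plate mean, unless failing retest; inactive = the rest, including hits failing retest or dose response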; also: some compounds called inactive have numbers as strong as hits; many of its hits are not listed in these tables
MEKK2mut PB1 HTS – signal of MEK5 binding to mutant human MEKK2 PB1 domain; bead flow cytometry, Alexa488-MEK5 binding to MEKK2 mutant; percent response, % at 10 µM; 290,000 tested, 0.35% active; in the data active = percent response above about 24%, passing the limit was not always enough; also: inactives centre near 1; some results filed as inactive read as strong as hits; reference of the scale not given here
IDE inh – inhibits human insulin-degrading enzyme in HEK cells; P14735; FAbetaB cleavage, fluorescence polarization; inhibition, % at 5.59 µM; 320,000 tested, 0.41% active; AID 434962;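 active = percent inhibition above the average of all tested compounds plus 3 SD, set per screening campaign, cut at about 16% in these data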;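 also: IDE supplied by intact live HEK cells; FP after avidin binding of uncleaved biotin substrate so inhibition keeps polarization high; 0% = DMSO wells and 100% = 60 µM reference IDE inhibitor Ii1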
The depositor's hits bear a star; . = no result given.

MEKK2wt PB1 HTS	MEKK3 PB1 HTS	UBC9 SUMO inh	PfM18AAP inh	NALP1 yeast inh	IDE cell activ	p-CIP stab down	MEKK2mut PB1 HTS	IDE inh	Molecule
100	96	-7	-10	21	-2	10	5	1	CCOc1ccc(-c2[nH]nc3c2C(c2cccnc2)C(C#N)=C(N)O3)cc1 (stereo not given)
102	102	-9	1	-10	9	2	1	-5	COc1ccccc1NC(=O)CSc1nnc(CNC(=O)c2cccs2)o1
97	99	-19	-1	-5	-1	11	2	-7	Cc1ccc(Cn2ncc3c(N4CCOCC4)ncnc32)cc1
108	107	13	6	13	-2	-5	1	5	COc1ccc(CNC(=O)C/C(C)=N/NC(=O)C(c2ccccc2)c2ccccc2)cc1
102	102	5	-15	2	0	-12	3	0	CC1CC(=O)C2=C(C1)Nc1ccccc1N=C2 (stereo not given)
102	107	-1	15	18	4	5	4	-3	C/C(CCC1CC(C)OC1=O)=N/Nc1nc(-c2ccccc2)cs1 (stereo not given)
108	104	24	2	14	4	-29	4	-2	O=C(Nc1ccc(N2CCCC2)c(Cl)c1)c1cccnc1
112	111	-2	-2	25	-1	2	16	-2	Cn1c(SCC(=O)NC(C)(C)C)nnc1-c1cnccn1
107	115	-34	0	28	-1	6	0	1	CCOC(=O)c1sc(-c2ccccc2)cc1NC(=O)Nc1ccccc1
109	110	13	-9	18	-2	-4	10	-4	COc1ccccc1N=Nc1c(C)n[nH]c1C
97	99	-9	4	33	2	4	-2	0	Cn1c(N)c(C(=O)COC(=O)c2cc(S(=O)(=O)N3CCCCC3)ccc2Cl)c(=O)n(C)c1=O
97	94	19	41*	-19	5	9	2	-1	O=S1(=O)N=C(Nc2nncs2)c2ccccc21
97	96	13	4	14	-6	1	-4	-5	COc1cc(C(=O)Nc2ccc(S(=O)(=O)Nc3onc(C)c3C)cc2)cc(OC)c1OC
107	103	-13	3	16	3	-35	2	-2	CC(C)n1cc(C(=O)N2CCCC(N3CCN(c4ccc(F)cc4)CC3)C2)cn1 (stereo not given)
101	101	2	-3	14	0	4	-1	-1	NC(=O)c1cc(S(=O)(=O)NCc2cccs2)cs1
96	100	39	6	22	10	-2	-1	-4	Cc1cccc(Oc2coc3cc(OC(=O)c4cc5ccccc5oc4=O)ccc3c2=O)c1
59	56	8	-10	-8	0	1	-16	-1	CC(C)(C)C1CCC(OC(=O)C[N+]2(C)CCCC2)CC1 (stereo not given)
102	103	-14	1	28	4	12	8	.	COc1cc2ccccc2cc1C(=O)Nc1ccc(Br)cn1
93	87	-4	6	4	7	-9	-8	0	C=CCOC(=O)C1=C(C)OC(N)=C(C#N)C1c1ccccc1F (stereo not given)
91	91	-3	-8	9	1	8	-6	-4	CC(C)CC(=O)NC(=S)Nc1cccc(NC(=O)c2ccccc2Cl)c1
101	99	6	3	13	-1	-6	2	5	CC(=O)c1c(C)[nH]c(C(=O)Nc2cccc(C#N)c2)c1C
102	102	5	4	-3	-7	-11	5	2	COc1ccc(N(CC(=O)N2CCCCCC2)S(=O)(=O)c2ccccc2)cc1
104	106	-16	-7	4	11	1	7	14	Cc1cccc(NC(=S)NC2CCSc3ccccc32)c1 (stereo not given)
108	104	12	-4	-2	2	-8	7	-1	COc1ccc(CN2CCC(n3nccc3NC(=O)C3CC3)CC2)c(OC)c1OC
92	95	5	-9	14	-3	0	-10	-10	Cc1ccc2cc(C)c(SCC(=O)Nc3cc(C)on3)nc2c1
94	95	-19	1	1	-4	-6	-2	3	CCOc1ccccc1NC(=O)CCC(=O)Nc1nnc(C2CCCCC2)s1
118	109	-3	-3	20	3	-11	-8	0	CCC(CC)NCc1ccc2c(c1)c1ccccc1n2CC
99	92	0	-1	-8	1	-18	-4	1	COc1ccc(/C=C2\N=C(SC)SC2=O)cc1OC
96	87	3	7	33	2	-6	-6	2	O=C(CNC(=O)C12CC3CC(CC(C3)C1)C2)NC1=NCCS1
119	108	7	-12	26	-4	-22	14	2	O=C(NCCN1CCN(c2ccccc2)CC1)Nc1ccc(Cl)cc1
102	109	14	2	31	-1	-5	3	-2	COc1ccc(CC(=O)Oc2cc(C)[nH]c(=O)c2[N+](=O)[O-])cc1
88	100	.	0	32	7	-3	1	.	COc1ccccc1-n1cnc2c(c1=O)c1nc3ccccc3nc1n2-c1ccc(C)c(C)c1
93	96	.	7	-3	10	-11	2	4	CC(=O)c1ccc(NC(=O)Cn2cnc(S(=O)(=O)N3CCOCC3)c2)cc1
93	94	-3	-6	-18	-2	6	1	2	CC(=O)Nc1ccc(OCCC[n+]2cccc(C(=O)[O-])c2)cc1
92	97	16	-6	20	1	-20	-1	-1	COc1ccc2c(c1)C(=O)N(c1ccc(C)cc1C)C(=O)C2(C)C
104	103	33	-11	-5	-1	-6	5	-1	CC(=O)NC1C(OC(=O)/C=C/c2ccccc2)OC(COC(C)=O)C(OC(C)=O)C1OC(C)=O (stereo not given)
100	97	-27	1	-2	-4	-8	-3	1	O=C(Nc1ccon1)c1csc2ccccc12
107	105	9	-4	10	0	-6	7	2	Cc1ccccc1OCCC(=O)N1CCN(S(=O)(=O)c2ccc(F)cc2)CC1
95	98	-4	5	7	4	-9	-3	-1	COc1ccc(-c2noc(C(C)NS(=O)(=O)c3ccc(NC(C)=O)cc3)n2)cc1 (stereo not given)
111	107	4	1	4	0	-10	6	-3	CCc1nc(N[C@@H](CC(C)C)C(=O)O)c2oc3ccccc3c2n1
96	108	19	-9	12	2	-12	11	1	Cc1c(C=O)c2ccccc2n1CC(=O)N1CCc2ccccc2C1
101	101	6	4	-28	3	-1	-1	5	COC(=O)c1ccc(CSc2nnnn2C)o1
106	103	3	1	8	4	4	8	-2	CCN(CC)S(=O)(=O)c1cccc(C(=O)NC2=NCCS2)c1
101	104	22	4	2	5	-14	-3	1	COc1ccc2c(=O)cc(C(F)(F)C(F)(F)F)oc2c1
98	98	13	-3	16	1	-17	1	-5	COc1ccc(-c2nnc3sc(C4CCCCC4)nn23)cc1OC
82	91	37	2	16	3	-5	-12	3	O=c1[nH]c2cc3c(cc2cc1CN(Cc1cccnc1)C(=S)NCc1ccco1)OCCO3
101	103	1	-3	-17	8	5	1	1	CCOC(=O)c1cc(-c2cc3ccccc3o2)n[nH]1
96	97	4	-2	22	-3	-7	-4	-3	COc1cccc(C2CC(c3cccc(Br)c3)n3ncnc3N2)c1 (stereo not given)
129	101	1	4	.	.	-2	8	4	CCCCCCCCCCCCOC(=O)C[N+](C)(C)C
99	96	8	1	10	6	1	1	3	CC1CCN(CCCNC(=O)c2n[nH]c(=O)c3ccccc23)CC1

Retrieved one by one from the entries so far (4):
MEKK2wt PB1 HTS	MEKK3 PB1 HTS	UBC9 SUMO inh	PfM18AAP inh	NALP1 yeast inh	IDE cell activ	p-CIP stab down	MEKK2mut PB1 HTS	IDE inh	Molecule
119	108	7	-12	26	-4	-22	14	2	O=C(NCCN1CCN(c2ccccc2)CC1)Nc1ccc(Cl)cc1
118	109	-3	-3	20	3	-11	-8	0	CCC(CC)NCc1ccc2c(c1)c1ccccc1n2CC
106	103	3	1	8	4	4	8	-2	CCN(CC)S(=O)(=O)c1cccc(C(=O)NC2=NCCS2)c1
93	96	.	7	-3	10	-11	2	4	CC(=O)c1ccc(NC(=O)Cn2cnc(S(=O)(=O)N3CCOCC3)c2)cc1

Going on with the list.
MEKK2wt PB1 HTS	MEKK3 PB1 HTS	UBC9 SUMO inh	PfM18AAP inh	NALP1 yeast inh	IDE cell activ	p-CIP stab down	MEKK2mut PB1 HTS	IDE inh	Molecule
99	105	1	6	-46	-1	1	12	6	C/C(CC(=O)Nc1ccccn1)=N\NC(=O)c1cnccn1
104	111	-14	-7	-4	4	-1	12	1	COc1ccc(NC(=O)CSc2nc(C)cc(C(F)(F)F)n2)cc1
99	103	10	4	16	-1	-13	2	2	O=C(NC(Cc1ccccc1)C(=O)O)/C(=C\c1ccco1)NC(=O)c1ccco1 (stereo not given)
93	95	-18	.	.	5	-2	4	-2	CC(C)C[C@H](NC(=O)c1[nH]cnc1C(=O)N[C@@H](C)C(=O)OC(C)(C)C)C(=O)OC(C)(C)C
108	110	15	3	3	2	-16	19	1	C/C=C/Cn1c(SCc2ccc(C)cc2)nc2c1c(=O)[nH]c(=O)n2C
103	105	-4	-11	17	5	-4	3	1	CC(C)c1ccc(NC(=O)COC(=O)CCC(=O)c2cccs2)cc1
101	104	-3	0	12	2	-16	4	-8	Cc1ccc(C)c(OCC(=O)N/N=C/c2c(C)nn(-c3ccccc3)c2Cl)c1C
97	102	-2	4	15	3	-2	1	1	CN(C)c1ccc(C(C(=O)NC2CCCCC2)N(Cc2ccco2)C(=O)c2snc(C(N)=O)c2N)cc1 (stereo not given)
107	103	0	-2	6	4	-13	3	-1	O=C(Nc1ccc(Cl)cc1N1CCOCC1)C1CC1
104	101	1	4	4	3	-11	9	-1	CCc1cc(=O)oc2c(C)c(OCC(=O)NCCCN3CCOCC3)ccc12
99	103	1	0	38	2	-4	0	1	CCN(C(=S)Nc1ccc(Oc2ccccc2)cc1)c1ccccc1
107	122	6	-4	33	-2	-9	1	6	Cc1cccc(-n2c(C)cc(C(=O)NC3CCCCC3)c2C)c1
104	107	25	18	-14	2	1	7	6	O=[N+]([O-])c1cc(-c2ccc(C(=S)N3CCOCC3)o2)ccc1Cl
99	98	-3	0	16	-1	-16	-1	1	O=C1C(Oc2ccccc2)C(c2cccs2)N1Cc1ccc2c(c1)OCO2 (stereo not given)
108	114	28	4	.	-7	-9	12	-1	O=c1c2c3c(sc2nc2n1CCC2)CCCC3

Only part of the results is shown; the hit share may differ from the screen's.
